Assay outcomes: PubChem, Sanford-Burnham Center for Chemical Genomics
GPR35 arrestin U2OS: inhibition of zaprinast-stimulated GPR35 beta-arrestin translocation – imaging, U2OS, beta-arrestin-GFP, zaprinast agonist, primary screen (AID 2058) | U2OS GPR35 beta-arrestin-GFP translocation imaging, zaprinast antagonism; higher % means a stronger effect | actives 0.052% (n = 290,000) | one-dose inhibition, % at 10 µM; IC50 in µM for titrated hits;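 active = inhibition of at least 50% with at least 30 cells and total cytoplasm GFP at most 10,000,000; inconclusive = under 30 cells or total GFP of 10,000,000 plus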
NOD1 NF-kB reporter: NOD1 signaling inhibitors, primary screen, cell-based, luminescence, uHTS (AID 1578). NOD1-driven NF-kB luciferase reporter cells, luminescence; higher % means a stronger effect. inhibition, % at 4 µM, or EC50 in µM where a hit was titrated. actives 1% (n = 290,000); in the data active = inhibition mostly above about 36%, no sharp cut-off; inactive = mostly below about 34%;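 also: HEK-293T reporter cells stimulated with the NOD1 agonist gamma-tri-DAP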
KOR beta-arrestin-1: KOR agonists, beta-arrestin recruitment, primary screen, cell-based, luminescence, uHTS (AID 1777) | KOR beta-arrestin recruitment, luminescence; higher % means a stronger effect | activation, % at 10 µM; hits with a dose series show EC50 in µM | actives 0.02% (n = 280,000); in the data active = activation above about 50%, passing the limit was not always enough; also: a part of the inactive calls stands beside numbers as strong as those of hits
Siah-1 displacement: blockers of Siah-1 interaction with plectin peptide – biochemical, fluorescence polarization, rhodamine-plectin, uHTS, primary screen (AID 1817). Siah-1 / rhodamine-plectin peptide fluorescence polarization; higher % means a stronger effect. displacement, % at 20 µM; hits with a dose series show IC50 in µM. actives 0.02% (n = 290,000);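 active = displacement of at least 50% at 20 µM, with a fluorescence ratio check between 0.3 and a set limit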;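 also: plate controls were Siah plus tracer with DMSO for no effect and tracer alone without Siah for full effect; strong numbers were not always called active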
AID2073: disruptors of CaV2.2 binding to Mint1 – biochemical, HTRF (AID 2073); HTRF protein-protein interaction, Mint1-CaV2.2; higher % means a stronger effect; inhibition, % at 20 µM, or IC50 in µM where a hit was titrated; actives 0.19% (n = 290,000); in the data active = inhibition mostly above about 51%, no sharp cut-off; inconclusive = no clear call, values can overlap the other calls; inactive = mostly below about 53%; also: some results filed as inactive read as strong as hits
GPR55 beta-arrestin: selective activators of receptor GPR55 – imaging, U2OS cells, beta-arrestin-GFP redistribution, primary screen (AID 1961); one-dose activation, % at 10 µM; EC50 in µM for titrated hits; actives 0.048% (n = 290,000); U2OS GPR55 beta-arrestin-GFP redistribution imaging; higher % means a stronger effect;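 active = activation above 40% with more than 50 cells counted in the well; inconclusive = wells holding fewer than 50 cells, flagged as toxic or sparse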;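 also: U2OS osteosarcoma cells stably expressing GPR55 and beta-arrestin-GFP; plate controls were DMSO negative control for no effect and LPI positive control for full effect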
HIV fusion peptide: cell-free HIV fusion peptide-binding blockers – biochemical, uHTS, fluorescence dequenching, primary screen (AID 1986). actives 0.3% (n = 290,000). cell-free peptide binding, fluorescence dequenching, 30 min; higher % means a stronger effect. inhibition, % at 20 µM, or IC50 in µM where a hit was titrated; in the data active = inhibition mostly above about 52%, no sharp cut-off; inactive = mostly below about 76%; also: some results filed as inactive read as strong as hits
GPR55 antagonists: GPR55 antagonists blocking LPI-driven arrestin recruitment, primary screen, imaging, U2OS, beta-arrestin-GFP, LPI agonist (AID 2013); U2OS GPR55 beta-arrestin-GFP translocation imaging, LPI antagonism; higher % means a stronger effect; one-dose inhibition, % at 10 µM; IC50 in µM for titrated hits; actives 0.13% (n = 290,000);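 active = spots per cell inhibited over 60%, with over 100 cells counted and total cytoplasm intensity under 500,000; inconclusive = wells with under 100 cells, flagged as likely toxic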;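 also: U2OS cells stably carrying GPR55 and arrestin-GFP stimulated by 5 µM LPI near EC80; imaged beta-arrestin-GFP aggregate spots per cell after agonist stimulation; plate controls were LPI-stimulated DMSO wells for no effect and DMSO wells without LPI for full effect; some results filed as inactive read as strong as hits; confirmed hits need IC50 under 10 µM and bright autofluorescent wells are also inconclusive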
KOR beta-arrestin-2: kappa opioid receptor blockers – cell-based, luminescence, uHTS (AID 1778). KOR beta-arrestin recruitment, luminescence, antagonist mode; higher % means a stronger effect. inhibition, % at 10 µM; hits with a dose series show IC50 in µM. actives 0.091% (n = 290,000); in the data active = inhibition above about 50%; also: strong numbers were not always called active
* hit, by the source's call; ? = inconclusive; nt = not tested or not shown; [ ] = another dose, or the depositor's remark. An excerpt. The share of hits here may be higher or lower than overall.

SMILES	GPR35 arrestin U2OS	NOD1 NF-kB reporter	KOR beta-arrestin-1	Siah-1 displacement	AID2073	GPR55 beta-arrestin	HIV fusion peptide	GPR55 antagonists	KOR beta-arrestin-2
O=C(NCN1C(=O)C2C3C=CC(C3)C2C1=O)OC1CCCCC1 (configuration not stated)	-4%	27%	-3.6%	0%	3%	0.0%	1.2%	-4%	0%
Cc1oc2c(cc(NS(=O)(=O)c3cccs3)c3ccccc32)c1C(=O)OC(C)C	7%	-24%	-2.6%	-5%	?	1.1%	0.0%	-5%	-40%
CCCCCC(C)n1[nH]c(=O)c2c(C)cc(C)nc21 (configuration not stated)	7%	-4%	4.5%	-2%	3%	-0.1%	-0.1%	-7%	-45%
Cc1ccc(S(=O)(=O)CCc2nc3ccccc3s2)cc1C	4%	-16%	nt	-4%	18%	-0.1%	-3.1%	3%	23%
NC1=NC(=O)C(CC(=O)c2ccc(Cl)cc2)S1 (configuration not stated)	-17%	-13%	-4.1%	4%	7%	0.2%	-0.7%	8%	33%
COc1cc(/C=C/C(=O)O)cc(S(=O)(=O)Nc2ccccc2C(=O)NCCc2ccccc2)c1OC	18%	-14%	-3.3%	-4%	9%	-0.1%	3.5%	2%	-2%
N#C/C(=C\c1c(N2CCCCCC2)nc2ccccn2c1=O)C(N)=O	-8%	1%	-4.4%	5%	14%	0.0%	-1.1%	8%	3%
c1ccc(-c2ccc(-c3cnc4n3CCCCC4)cc2)cc1	-13%	-11%	-7.0%	6%	3%	-0.2%	-3.0%	3%	-56%
CS(=O)(=O)Nc1ccc(C(=O)N2CCc3ccccc3C2)cc1	6%	-10%	-1.4%	1%	-5%	-0.2%	1.6%	-9%	0%
O=C(CN1CCN(CC(=O)c2ccc(F)cc2)CC1)Nc1ccccc1Cl	10%	17%	14%	1%	19%	-0.1%	9.6%	-8%	13%
Cc1nn(CC(O)CN2c3ccccc3Sc3ccccc32)c(C)c1Br (configuration not stated)	-23%	14%	-9.6%	-3%	6%	-0.1%	0.5%	-1%	11%
COP(=O)(CN(Cc1ccccc1)C(=S)Nc1c(C)cccc1C)OC	4%	-20%	-2.1%	-8%	-12%	0.2%	-1.3%	6%	12%
CCCC(=O)NC(c1ccccc1)c1ccc2cccnc2c1O (configuration not stated)	-5%	3%	nt	-4%	11%	-0.1%	-3.9%	-12%	-10%[20 µM]
CC1CCCN(CC(O)COCc2ccc3c(c2)OCO3)C1 (configuration not stated)	5%	-21%	-4.7%	1%	6%	0.1%	-0.2%	5%	13%
CC(C)Cn1c(=O)c(C(=O)Nc2cnccn2)c(O)c2ccccc21	1%	0%	-1.6%	0%	5%	0.2%	-0.2%	8%	20%
COc1ccc(NC(=O)C(=O)N/N=C/c2cc(C)n(-c3cccc(Cl)c3Cl)c2C)c(OC)c1	-2%	11%	5.4%	0%	12%	0.2%	-2.1%	-5%	-104%
CC1(C)NC(C)(C)/C(=C\c2cccs2)C(=O)C1=O	14%	-10%	-8.2%	17%	-9%	0.3%	0.8%	3%	5%[20 µM]
Cc1ccc([N+](=O)[O-])cc1NC(=O)Nc1cccc(F)c1	8%	31%	1.8%	-2%	12%	0.1%	2.5%	1%	23%
COc1cccc(CNc2cnc3ccccc3c2)c1O	-4%	-23%	-4.2%	2%	2%	1.2%	-1.4%	4%	-11%
NS(=O)(=O)c1ccc(CCNC(=O)CN2C(=O)COc3ccc(S(=O)(=O)N4CCCC4)cc32)cc1	12%	-29%	0.1%	-2%	-1%	-0.2%	-0.4%	5%	-31%
CCOc1ccc(CCNC(=O)Cn2c(=O)oc3ccccc32)cc1OCC	5%	-5%	-1.9%	-6%	-8%	0.2%	-0.9%	12%	-1%
CCCN1CC23C=CC(O2)C(C(=O)O)C3C1=O (configuration not stated)	-6%	-13%	4.5%	6%	-1%	-0.3%	0.8%	2%	-32%
Cc1noc(C)c1COc1cccc(C(=O)Nc2ccc(C#N)cc2)c1	3%	-9%	0.8%	16%	19%	-0.1%	2.4%	7%	-29%
COCCn1c(-c2ccc(Br)cc2)nc2oc3cc(OC)ccc3c(=O)c2c1=O	-8%	-13%	5.8%	1%	18%	0.9%	-1.9%	2%	18%
O=C(/C=C/c1ccc(Cl)cc1)NC(=S)Nc1ccc(NC(=O)c2ccco2)cc1	-3%	30%	-3.3%	18%	23%	-0.3%	2.6%	2%	-21%
COC(=O)c1ccccc1-n1c(CCC(=O)O)ccc1-c1ccccc1	-1%	14%	-5.9%	-4%	14%	-0.2%	-1.0%	2%	0%
Cc1cc(C(=O)Cn2c(CO)nc3ccccc32)c(C)n1C	-2%	-6%	-2.7%	4%	32%	0.2%	-2.0%	0%	26%
O=C(CCSCCC(=O)NCc1ccco1)NCc1ccco1	2%	-25%	-1.6%	-10%	15%	0.1%	7.8%	3%	-9%
O=C(c1cc(-c2ccc(O)cc2)on1)N1CCCCCC1	5%	-48%	6.4%	-3%	20%	0.2%	-0.9%	3%	-18%
CCOc1ccc(-c2cc(C(=O)NCCCN3CCOCC3)c3ccccc3n2)cc1	22%	-33%	0.3%	4%	38%	-0.1%	0.3%	7%	-33%
COc1ccc(S(=O)(=O)N2CCC(C(=O)N[C@@H](C)C(=O)NCc3ccc(F)cc3)CC2)cc1	-12%	-19%	3.8%	-3%	20%	-0.1%	-0.6%	-19%	-20%
COc1ccc(C2SCC(C(=O)O)N2C(C)=O)cc1OC (configuration not stated)	-1%	-3%	1.1%	-2%	-2%	-0.1%	-2.7%	-4%	16%
CC(C)(C)Cc1nnc(NC(=O)CCC2CCCCC2)s1	-18%	8%	-4.3%	2%	-9%	0.0%	-0.6%	-1%	14%
Cc1onc(-c2ccccc2Cl)c1C(=O)N1CCN(C(=O)c2ccco2)CC1	24%	4%	-2.7%	-4%	-1%	0.3%	-1.5%	16%	-2%
O=C1c2ccncc2C(=O)N1Cc1cccc(Cl)c1	2%	2%	-3.0%	-4%	24%	-0.1%	-0.3%	10%	37%
Nc1nc2ccc([N+](=O)[O-])cc2[nH]1	20%	1%	-1.2%	1%	22%	0.5%	-1.1%	5%	3%
CCOc1ccccc1N(C(=O)Nc1ccc(Cl)cc1)C1=NCCS1	12%	-34%	4.0%	-2%	-3%	0.7%	2.6%	3%	-14%
O=c1ccc(-c2ccc([N+](=O)[O-])cc2)nn1-c1ccccc1	-3%	-38%	-0.1%	-3%	0%	0.6%	-0.1%	1%	2%
Cc1occc1C(=O)NCCc1cccc(Cl)c1	14%	0%	-3.1%	-5%	6%	-0.1%	-1.4%	3%	-8%
COC(=O)CN(C(=S)Nc1ccccc1)C1CC(=O)N(c2ccc(OC)cc2)C1=O (configuration not stated)	13%	3%	5.9%	-4%	-29%	-0.1%	2.4%	11%	-4%
COCCN1CCn2c(nc3cc([N+](=O)[O-])ccc32)C1	-2%	-2%	nt	14%	-1%	-0.1%	-1.8%	7%	nt
Clc1ccc(SCCCCn2ccnc2)cc1	8%	-28%	-2.8%	4%	-10%	-0.2%	-1.5%	-8%	27%
Cc1ccc(-c2nn(CC(=O)NCc3cc(-c4nn(C)c(=O)c5ccccc45)ccc3C)c(=O)c3ccccc23)cc1	-9%	94%*	4.8%	32%	17%	-0.1%	9.9%	15%	-48%
C(=N\N1CCN(C2c3ccccc3-c3ccccc32)CC1)/c1ccccn1	7%	22%	-2.5%	-4%	-20%	0.3%	-3.3%	-12%	13%
CC(C)[C@@H](CSc1ccccc1)N1CCN(Cc2ccccc2)CCC1=O	-1%	-14%	-3.8%	3%	1%	0.2%	-1.2%	2%	11%[20 µM]
C(=N\N=C\c1ccccn1)/c1ccccn1	9%	-4%	-1.0%	1%	14%	0.4%	-0.7%	-9%	18%
O=C(Nc1cccc(N=Cc2cc(Cl)cc(Br)c2O)c1)c1ccco1	-3%	46%	-3.4%	56%	49%	1.0%	44%	7%	18%
CS(=O)(=O)N1CCCC(C(=O)Nc2ccccc2Cl)C1 (configuration not stated)	-4%	-4%	7.9%	6%	2%	-0.3%	-0.8%	-4%	-45%[20 µM]
Cc1ccc(-c2nc(-c3ccncc3)no2)c(Cl)c1	-1%	-60%	3.7%	0%	-7%	0.3%	1.8%	-10%	-12%[20 µM]
CC(C)c1ccc(-c2nnc(SCC(=O)NC3CC3)n2C)cc1	-8%	-9%	-2.0%	1%	-8%	0.0%	1.9%	2%	10%
CCN1C(=O)C(CC(=O)Nc2cccc(C(C)=O)c2)S/C1=N\c1ccccn1 (configuration not stated)	0%	nt	6.2%	-5%	1%	-0.2%	1.3%	1%	-30%
O=C(CCC(=O)OCc1cccc([N+](=O)[O-])c1)Nc1ccccc1Cl	-17%	-26%	-6.3%	14%	9%	-0.2%	2.2%	-8%	-13%
COc1ccc(CCNC(=O)Cc2ccc(NC3=NC4CS(=O)(=O)CC4S3)cc2)c(OC)c1 (configuration not stated)	-10%	7%	-2.6%	8%	-1%	1.9%	0.1%	-13%	-28%[20 µM]
CNC(=O)c1c(NC(=O)c2cc(-c3cc(C)c(C)cc3O)n[nH]2)sc2c1CCCC2	-5%	-9%	5.0%	0%	30%	0.0%	-0.4%	10%	-30%
CCc1ccc(C2=NN(C(=O)CCC(=O)O)C(c3cccs3)C2)cc1 (configuration not stated)	7%	2%	0.3%	-2%	-4%	-0.2%	1.3%	2%	-65%[20 µM]
Cc1cc(C)c2cc(C(c3nnnn3CC3CCCO3)N3CCN4CCCC4C3)c(=O)[nH]c2c1 (configuration not stated)	0%	-6%	1.2%	4%	-2%	-0.2%	0.5%	12%	15%
CCCS(=O)(=O)n1nc(-c2ccc(OC)cc2)cc1N	-3%	-18%	1.7%	0%	-5%	-0.1%	3.5%	-2%	-27%
CCN(CC(=O)NCc1ccc(F)cc1)C(=O)c1cc2ccccc2o1	-9%	-16%	1.5%	0%	0%	0.3%	1.0%	11%	-39%
CCC(=O)c1c(NCCc2ccccc2)cc(C)oc1=O	0%	-2%	-1.4%	-8%	-4%	-0.3%	-0.7%	-21%	2%
O=c1cnn([C@@H]2O[C@H](CO)[C@@H](O)[C@H]2O)c(=O)[nH]1	-5%	-34%	-3.3%	6%	44%	-0.1%	0.1%	-10%	17%
